hgDAF12 agonist = H. glycines DAF-12 receptor agonists, primary screen, cell-based, luminescence, HEK293, GAL4 fusion, UAS-luciferase; Nuclear hormone receptor DAF-12 (Heterodera glycines), GAL4 fusion; HEK293 GAL4-hgDAF12 UAS-luciferase reporter, agonist luminescence; normalized to butyrate control; activation, % at 6.8 µM; actives 1.8% (n = 370,000);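 active = activation above a cutoff set at the mean of all screened compounds plus 3 SD, cut at about 10% in these data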;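 also: 0% = DMSO wells and 100% = sodium butyrate wells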
GC-B act = human GC-B receptor activators, primary screen, HEK293 GC-B cells, cGMP TR-FRET, EC30 CNP; 0% at EC30 CNP, 100% saturating CNP; activation, % at 10 µM; actives 0.11% (n = 370,000); Atrial natriuretic peptide receptor 2 (Homo sapiens), P20594;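 active = activation at 10 µM reaching about 35% in either raw or pattern-adjusted values, limit read from the data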
hcDAF12 agonist = H. contortus DAF-12 nuclear receptor activators, primary screen, cell-based, luminescence, HEK293, lit1-tk-luc reporter | HEK293 hcDAF-12 lit1-tk-luc reporter; 0% DMSO, 100% Δ7-dafachronic acid | activation, % at 6.8 µM | actives 1.4% (n = 370,000) | AID 652067, 2013;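 active = activation above the mean of all tested compounds plus 3 SD, cut at about 5.5% in these data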;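 also: 100% = response to 3 µM Δ7-dafachronic acid high control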
sPLA2-III inh = human group III sPLA2 inhibitors, primary screen, biochemical, QFRET, BODIPY PC-A2 liposome substrate. Group 3 secretory phospholipase A2 (Homo sapiens), Q9NZ20. QFRET BODIPY PC-A2 liposome hydrolysis, fluorescence. inhibition, % at 12.2 µM. actives 0.56% (n = 370,000). AID 743126, 2013;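 active = inhibition above mean plus 3 SD of compounds lying within the high and low control bounds, cut at about 19% in these data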;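 also: 0% = median of test compound wells and 100% = no enzyme DMSO wells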
Target sequence (Q9NZ20 whole entry, looked up): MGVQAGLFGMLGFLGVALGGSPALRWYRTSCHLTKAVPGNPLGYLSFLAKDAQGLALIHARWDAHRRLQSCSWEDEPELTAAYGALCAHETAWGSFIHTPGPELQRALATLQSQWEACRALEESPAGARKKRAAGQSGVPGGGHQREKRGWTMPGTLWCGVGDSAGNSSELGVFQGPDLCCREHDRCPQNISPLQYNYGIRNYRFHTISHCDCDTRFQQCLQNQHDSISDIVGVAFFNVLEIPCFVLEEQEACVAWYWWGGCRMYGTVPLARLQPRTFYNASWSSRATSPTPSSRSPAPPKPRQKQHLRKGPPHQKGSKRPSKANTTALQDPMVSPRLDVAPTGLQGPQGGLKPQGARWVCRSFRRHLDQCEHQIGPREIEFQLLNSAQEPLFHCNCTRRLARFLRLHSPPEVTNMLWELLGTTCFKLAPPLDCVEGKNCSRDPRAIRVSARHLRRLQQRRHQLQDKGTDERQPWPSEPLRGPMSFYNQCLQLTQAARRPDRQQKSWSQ
KLK7 zymogen act = proKLK7 zymogen activators, primary screen, biochemical, fluorescence intensity. Kallikrein-7 (Homo sapiens), P49862. purified proKLK7, EDANS-DABCYL substrate fluorescence; 100% is mature enzyme control, 0% vehicle. activation, % at 7 µM. actives 0.9% (n = 370,000);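 active = activation above the mean of all tested compounds plus 3 SD, computed per campaign excluding outliers beyond control limits, cut at about 13% in these data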
Target sequence (P49862 whole entry, looked up): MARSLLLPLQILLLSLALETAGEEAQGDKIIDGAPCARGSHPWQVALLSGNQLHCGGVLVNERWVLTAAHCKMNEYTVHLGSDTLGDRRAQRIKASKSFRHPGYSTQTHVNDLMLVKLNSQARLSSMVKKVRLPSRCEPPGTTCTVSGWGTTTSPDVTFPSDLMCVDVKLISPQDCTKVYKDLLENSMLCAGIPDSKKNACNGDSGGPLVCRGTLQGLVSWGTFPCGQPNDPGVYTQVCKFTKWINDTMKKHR
ssDAF12 agonist = S. stercoralis DAF-12 nuclear receptor activators, primary screen, cell-based, luminescence, HEK293, GRIP1 co-expression, lit1-tk-luc; Nuclear hormone receptor DAF-12 (Strongyloides stercoralis); activation, % at 6.8 µM; HEK293 ssDAF-12/GRIP1 lit1-tk-luc reporter; % of 3 µM dafachronic acid response; actives 1% (n = 370,000);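 active = activation above the mean over all tested compounds plus 3 SD, cut at about 0.9% in these data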;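 also: 0% = DMSO-only wells and 100% = 3 µM delta7-dafachronic acid wells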
GAA850 FXN act = FXN promoter activators, primary screen, cell-based, luciferase luminescence, HEK293 lucGAA850; HEK293 lucGAA850 FXN promoter luciferase reporter, 24 h; percent of 10 µM SAHA response; activation, % at 6 µM; actives 0.56% (n = 360,000);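 active = activation above the average of all compounds screened plus 3 SD, cutoff fixed separately per campaign, cut at about 7.5% in these data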;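 also: 0% = DMSO wells and 100% = 10 µM SAHA wells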
SMARCA2 act = SMARCA2 (BRM) function activators, primary screen, cell-based, luminescence, high throughput; MG213 cells, MMTV-luciferase reporter, dexamethasone, overnight; activation, % at 9.1 µM; actives 1% (n = 370,000); in the data active = activation above about 7.8%;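 also: 0% = vehicle wells and 100% = reference activator wells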
DAX1 inh-1 = DAX1 (NR0B1) inhibitors, primary screen, cell-based, HEK293, Gal4-DAX1, luciferase luminescence; actives 0.99% (n = 340,000); HEK293 Gal4-DAX1 luciferase reporter; Nuclear receptor subfamily 0 group B member 1 (Homo sapiens), P51843; AID 504766, 2011; inhibition, % at 6.75 µM;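 active = inhibition above the mean over all tested compounds plus 3 SD, cut at about 4.2% in these data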;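 also: 0% = DAX1-transfected cells with DMSO and 100% = empty-vector control cells with DMSO; inhibition shows as a rise in luminescence from relieved DAX1 repression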
Target sequence (P51843 207-470 limits assumed): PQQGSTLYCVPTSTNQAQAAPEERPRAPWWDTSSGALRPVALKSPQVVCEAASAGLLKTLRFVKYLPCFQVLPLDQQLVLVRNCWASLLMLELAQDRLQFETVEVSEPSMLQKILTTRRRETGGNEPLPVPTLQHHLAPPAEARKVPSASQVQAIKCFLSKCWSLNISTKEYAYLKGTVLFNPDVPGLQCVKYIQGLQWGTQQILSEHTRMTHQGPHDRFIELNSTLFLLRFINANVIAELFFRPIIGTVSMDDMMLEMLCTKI
NPR1 activator = GC-A stimulated cGMP production enhancers – HEK293 GC-A cells, cGMP TR-FRET, EC30 ANP, primary screen; Atrial natriuretic peptide receptor 1 (Homo sapiens), P16066; 0% at EC30 ANP, 100% saturating ANP; activation, % at 10 µM; actives 0.14% (n = 370,000); in the data active = activation above about 40%
DAX1 inh-2 = DAX1 (NR0B1) inhibitors on StAR promoter, primary screen, cell-based, luminescence, SF-1 (NR5A1), full-length DAX-1 | AID 652010, 2013 | inhibition, % at 6.8 µM | actives 1.1% (n = 370,000) | HEK293T StAR-luciferase reporter, SF-1/DAX-1 repression relief;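 active = inhibition above the mean over all tested compounds plus 3 SD, cut at about 3.6% in these data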;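 also: 0% = DAX-1 cells with DMSO and 100% = cells lacking DAX-1 with DMSO; higher inhibition means more luminescence from relief of DAX-1 repression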
* = called active by the depositor; . = no result given.

SMILES	hgDAF12 agonist	GC-B act	hcDAF12 agonist	sPLA2-III inh	KLK7 zymogen act	ssDAF12 agonist	GAA850 FXN act	SMARCA2 act	DAX1 inh-1	NPR1 activator	DAX1 inh-2
O=C(COc1ccccc1)Nc1cccc(-c2nn[nH]n2)c1	1.3	-6	0.2	11	0.0	-0.7	-0.6	-2	1.6	3	1.4
COc1cccc(N2CCN(C(=O)c3cc4c(OC)c(OC)c(OC)cc4[nH]3)CC2)c1	2.6	-2	-1.7	-11	-1.4	-1.4	-0.6	-2	-1.1	-2	-0.7
Cc1ccc(-c2nc(CS(=O)(=O)CC(=O)NC3CCC(C)CC3)c(C)o2)cc1 (stereo not given)	-1.6	2	-0.6	-11	0.4	-0.9	0.8	-5	-0.8	-3	0.0
Cc1ccc(NC(=O)CN(C)C(=O)Nc2ccc(C)cc2)cc1	-0.1	0	0.8	4	0.1	-0.6	2.7	1	-0.9	-3	1.2
COC(=O)c1ccc(-c2nc(CN3CCN(C(=O)c4ccco4)CC3)c(C)o2)cc1	0.8	-4	0.8	-2	-0.6	-1.1	0.8	-4	-0.8	-1	-1.4
Cc1ccc(CNC(=O)c2ccc(S(=O)(=O)Nc3c(C)n(C)n(-c4ccccc4)c3=O)cc2)cc1	0.2	4	-1.9	-15	-0.2	-1.9	-0.3	-2	-1.1	0	-0.7
CCn1c(=O)c2c3c(sc2n2c(=S)[nH]nc12)CCC3	-0.8	-8	-1.3	7	-0.3	-1.0	-0.2	1	1.2	-9	-0.2
Cc1cc2ncn(S(=O)(=O)c3ccc(F)cc3)c2cc1C	-2.5	0	0.3	0	-0.1	-1.1	0.3	-3	-1.1	-1	0.2
CCOC(=O)[C@]12CCCC=C1N(Cc1ccc3c(c1)OCO3)C(=O)[C@H](CC(=O)NCCCOC)C2	1.3	4	-0.1	7	0.4	-0.8	.	-6	.	-4	-1.3
CC(=O)Nc1ccc(SCC(=O)Nc2sccc2C#N)cc1	4.3	-4	0.3	-4	0.2	-0.7	2.2	2	2.1	-8	2.9
COCCCn1c(-c2ccc(OC)cc2)nc2c1c(=O)[nH]c(=O)n2Cc1ccccc1	0.8	-2	-0.6	-4	-0.2	-0.6	1.2	-2	-0.9	-2	0.9
N#C/C(=C\c1cccnc1)c1ccccn1	2.8	0	-0.1	-7	-0.7	-1.0	1.2	-2	3.1	-3	0.3
O=C(Nc1ccc(Cl)cc1Cl)c1cc2ccccc2o1	7.1	-11	4.6	11	-0.1	2.2*	2.5	4	2.3	-3	1.6
CCOC(=O)C(C)n1cnc2c(nnn2-c2ccc(OC)cc2)c1=O (stereo not given)	-0.6	-2	-0.2	4	0.3	-1.2	0.5	-1	-0.6	6	-0.4
CCC(=O)Nc1ccc(NC(=O)c2ccccc2Cl)nc1	2.1	0	-0.4	1	0.4	-0.1	1.8	2	1.2	6	0.9
Cc1ccc(NC(=O)N2CCc3ccccc32)cc1	15*	-2	10*	-5	0.4	1.1*	-0.7	4	-1.2	3	3.7*
Cc1ccc2c(c1)C(c1ccccc1)N(C(=O)C(C)C)CC(=O)N2 (stereo not given)	-1.1	-4	-2.2	-1	-0.4	-1.1	2.1	1	-0.1	8	0.0
CN(C)CCNC(=O)C(=O)NCC1OCCCN1S(=O)(=O)c1cccs1 (stereo not given)	-1.6	-1	1.7	9	0.0	0.2	-0.7	2	-1.0	-3	0.8
CCCCNC(=O)C[C@H]1C(=O)N(Cc2ccc(OC)cc2)C2=CCCCC[C@@]21C(=O)OC	-0.6	2	-1.4	-6	-0.4	-1.6	.	0	.	-1	0.3
CC(=O)Nc1ccc(NC(=O)C2CC(=O)N(c3ccccc3Cl)C2)cc1 (stereo not given)	-3.0	4	3.2	1	-0.5	-1.8	-0.8	1	0.3	-2	-0.3
CC(=O)/C(=N\Nc1ccccc1)Oc1ccc([N+](=O)[O-])cc1	0.1	0	-1.3	-2	0.2	-0.4	-0.5	1	-0.2	-3	-0.2
COCCOC(=O)C1=C(N)Oc2c(oc(CO)cc2=O)C1c1c(F)cccc1Cl (stereo not given)	-0.2	-3	-3.1	3	0.8	-1.5	0.1	5	-2.0	-5	0.5
CCN(C)C1CN(Cc2cn(Cc3cc(C)cc(C)c3)nn2)S(=O)(=O)C1 (stereo not given)	0.1	-1	0.2	3	-0.7	-1.1	.	-4	.	3	-1.0
CCOC1=C2[C@@H](CN(S(=O)(=O)c3ccc(C)cc3)[C@H]2c2ccccc2)[C@H]2C(=O)N(c3ccccc3)C(=O)[C@H]2C1	0.4	-1	1.7	9	-0.1	-0.4	.	-4	.	-4	2.0
CC(=O)Nc1ccc(S(=O)(=O)N(C)CC(=O)OCC(=O)Nc2cccnc2Cl)cc1	-0.6	4	-1.4	3	0.0	-1.0	-0.2	1	-0.8	-1	-0.2

Next entries follow.
SMILES	hgDAF12 agonist	GC-B act	hcDAF12 agonist	sPLA2-III inh	KLK7 zymogen act	ssDAF12 agonist	GAA850 FXN act	SMARCA2 act	DAX1 inh-1	NPR1 activator	DAX1 inh-2
CC1CCCCN1C(=O)CSc1nc(C2CC2)nc2c1cnn2-c1ccccc1 (stereo not given)	1.1	6	-0.1	0	0.2	-1.1	0.3	-1	-0.2	3	1.3
N#Cc1cc([N+](=O)[O-])ccc1Oc1ccc(-c2nnco2)cc1	2.1	-9	-1.2	-4	-0.3	-1.1	-0.6	0	1.8	3	-0.3
O=C(NNC(=O)c1ccccc1[N+](=O)[O-])c1ccc(NS(=O)(=O)c2cccs2)cc1	-0.5	-1	0.0	-1	0.4	-0.6	1.4	-2	0.7	0	0.3
O=c1[nH]c(SCc2ccccc2)nc2c1sc1ccccc12	-2.5	5	1.0	-2	-0.4	-0.7	2.6	-2	-0.1	-1	-0.2
O=C(CCNC(=O)c1ccccc1Cl)Nc1ccc2c(c1)OCCO2	0.0	-10	-1.4	1	0.5	-1.7	-2.9	2	-0.5	3	3.1
COc1cc2sc(C)nc2cc1C	-3.0	1	-1.8	-2	-0.1	-1.7	-3.4	0	-1.7	-3	0.8
Cc1cc(C(=O)NNC(=O)C(C)NS(=O)(=O)c2ccccc2F)c(C)o1 (stereo not given)	-0.5	5	-1.1	3	0.0	0.3	-0.4	-2	-0.6	1	-1.3
Cc1cc(O)ccc1Nc1nc(-c2cccnc2)cs1	12*	0	2.1	-3	-0.6	-0.4	3.1	0	0.6	-2	1.7
CCOC(=O)C1=C[C@@H](C(C)(C)C)N(S(=O)(=O)c2ccc(OC)cc2)[C@H]1c1ccccc1	-1.3	-4	-1.5	-4	-0.1	-1.3	.	-4	.	-5	-2.4
O=C(NCCC1=CCCCC1)C1CCN(c2nnc(-n3cccc3)s2)CC1	-1.1	-3	-1.7	-14	0.1	-1.0	0.1	-3	-0.5	0	-1.0
CCOc1ccccc1C1CC(c2cccs2)=NN1S(C)(=O)=O (stereo not given)	-1.2	17	2.8	-6	-0.6	0.2	2.0	0	.	-4	-0.2
CCOC(=O)C1=C(N)Oc2cc(O)ccc2C1c1cccc(Cl)c1 (stereo not given)	1.3	-4	-0.1	-15	-0.3	-1.2	0.9	-2	0.1	6	-0.1
Cc1ccccc1OCC(=O)N/N=C/c1c(C)nn(-c2ccccc2)c1Cl	-0.8	-4	0.1	3	0.0	-1.4	1.1	-2	-0.9	0	-0.3
Cc1nn(CC(=O)NC2CCS(=O)(=O)C2)c(C)c1[N+](=O)[O-] (stereo not given)	-2.2	10	-0.4	-2	0.1	-1.4	-1.0	-3	-0.5	-1	-0.4
CCN1/C(=C2/SC(=S)N(NC(C)=O)C2=O)Sc2ccccc21	2.3	-4	-2.9	1	0.2	-1.2	0.6	0	2.1	-7	-0.4
Cc1ccc2c(CN3C(=O)NC4(CCCCC4)C3=O)cc(=O)oc2c1C	0.5	7	-1.7	-6	-0.2	-0.8	0.1	-1	0.1	3	-0.8
Cc1ccc(C(=O)Nc2ccccc2N2CCCCC2)cc1	1.9	3	-2.5	2	0.2	-1.3	1.3	5	-1.3	-10	-0.7
COc1ccccc1C(=O)N(Cc1nc(-c2ccc(Cl)cc2)no1)C(C)C	-0.5	-7	-1.4	-13	0.4	-2.1	-2.1	-3	-3.1	0	-2.5
NS(=O)(=O)c1ccc(CNc2ncnc3sccc23)cc1	-0.7	-2	-0.8	5	-0.7	-1.1	1.6	-3	-0.8	1	-0.4
CC(OC(=O)c1cc[n+]([O-])cc1)C(=O)Nc1ccc(Cl)cn1 (stereo not given)	-0.7	0	1.2	2	0.6	-0.5	-2.5	-1	-0.1	4	-0.6
CCC(C)(C)NC(=O)/C=C/c1cnc2ccccc2n1	9.8	0	4.5	4	0.5	-0.1	4.8	5	0.5	3	1.0
CN(C(=O)COC(=O)CNC(=O)c1ccccc1Cl)c1ccccc1	-1.5	3	2.8	-2	0.7	-1.6	-0.1	-2	0.4	0	-0.5
O=c1c(Cl)c(NCCO)ncn1-c1ccccc1	-1.1	2	-1.1	11	-0.6	-1.1	2.0	-3	1.4	0	0.3
O=C(O/N=C(\c1ccccc1)c1ccccn1)c1ccc(Cl)c(Cl)c1	1.0	-4	-0.5	3	0.2	-1.1	-0.4	-3	-0.6	-16	-0.1
O=C(NCC1CCCO1)c1cccc(S(=O)(=O)Nc2ccc(F)cc2)c1 (stereo not given)	0.8	5	-1.6	0	-0.1	-1.6	-1.2	-1	-0.3	3	1.7
O=c1oc2ccccc2c(=O)c2ccccc12	0.7	-8	-0.8	3	0.4	-1.0	2.7	-3	-0.8	1	0.6
COc1ccc2cc(C#N)c(Nc3cccc(F)c3)nc2c1	4.7	-11	0.0	7	-0.1	-0.6	0.7	-4	1.0	-2	0.7
Cn1c(=O)c2c(nc(OC3CCCC3)n2C)n(C)c1=O	-0.8	4	-0.8	-2	0.4	-0.8	0.4	-1	1.5	7	-1.0
CCc1ccc(-c2nc(C(N)=O)c3[nH]c(=O)n(-c4ccccc4OC)c3n2)cc1	1.3	-3	-0.3	-8	-0.9	-0.9	-4.6	-2	0.8	-9	1.3

DAX1 inh-2: entries above that show a hit.
SMILES | GC-B act | hcDAF12 agonist | sPLA2-III inh | KLK7 zymogen act | ssDAF12 agonist | GAA850 FXN act | SMARCA2 act | DAX1 inh-1 | NPR1 activator | DAX1 inh-2
Cc1ccc(NC(=O)N2CCc3ccccc32)cc1 | -2 | 10* | -5 | 0.4 | 1.1* | -0.7 | 4 | -1.2 | 3 | 3.7*
